TRPC4 PAM: TRPC4 (mouse) allosteric potentiation | B-score at 10 µM | AID 2227 | Q9QUQ5 | HEK293 TRPC4beta/mu-opioid, DAMGO EC20, Fluo-4 Ca2+ flux; active compounds read high | actives 0.42% (n = 310,000);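 active = B-score of calcium response area above 5 SD of library B-scores, with initial fluorescence ratio within 5 SD of library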;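 also: B-score of integrated fluorescence ratio over time as area under calcium response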
KCNK9 inh: blocks the human KCNK9 two-pore domain potassium channel; Q9NPC2; HEK293 KCNK9, FluxOR thallium flux fluorescence; active compounds read low; B-score at 10 µM; actives 1.2% (n = 310,000);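 active = ratio B-score over 3 SD below the library mean, with starting fluorescence within 5 SD of its mean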;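 also: negative B-score means less thallium flux so channel inhibition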
hERG rescue: hERG (human) protection from proarrhythmic block | Q12809 | CHO-hERG, FluxOR thallium flux, dofetilide IC70 present | activation (rescue from dofetilide block), less the hit threshold, % at 10 µM | actives 0.51% (n = 310,000) | AID 1511;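 active = activation above the mean of controls blocked by dofetilide plus 5 SD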;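 also: thallium influx through hERG after potassium depolarization seen as dye fluorescence rise; in these data hits start at about 4.7%; inactives centre near -7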
Target sequence (Q12809 whole entry, looked up): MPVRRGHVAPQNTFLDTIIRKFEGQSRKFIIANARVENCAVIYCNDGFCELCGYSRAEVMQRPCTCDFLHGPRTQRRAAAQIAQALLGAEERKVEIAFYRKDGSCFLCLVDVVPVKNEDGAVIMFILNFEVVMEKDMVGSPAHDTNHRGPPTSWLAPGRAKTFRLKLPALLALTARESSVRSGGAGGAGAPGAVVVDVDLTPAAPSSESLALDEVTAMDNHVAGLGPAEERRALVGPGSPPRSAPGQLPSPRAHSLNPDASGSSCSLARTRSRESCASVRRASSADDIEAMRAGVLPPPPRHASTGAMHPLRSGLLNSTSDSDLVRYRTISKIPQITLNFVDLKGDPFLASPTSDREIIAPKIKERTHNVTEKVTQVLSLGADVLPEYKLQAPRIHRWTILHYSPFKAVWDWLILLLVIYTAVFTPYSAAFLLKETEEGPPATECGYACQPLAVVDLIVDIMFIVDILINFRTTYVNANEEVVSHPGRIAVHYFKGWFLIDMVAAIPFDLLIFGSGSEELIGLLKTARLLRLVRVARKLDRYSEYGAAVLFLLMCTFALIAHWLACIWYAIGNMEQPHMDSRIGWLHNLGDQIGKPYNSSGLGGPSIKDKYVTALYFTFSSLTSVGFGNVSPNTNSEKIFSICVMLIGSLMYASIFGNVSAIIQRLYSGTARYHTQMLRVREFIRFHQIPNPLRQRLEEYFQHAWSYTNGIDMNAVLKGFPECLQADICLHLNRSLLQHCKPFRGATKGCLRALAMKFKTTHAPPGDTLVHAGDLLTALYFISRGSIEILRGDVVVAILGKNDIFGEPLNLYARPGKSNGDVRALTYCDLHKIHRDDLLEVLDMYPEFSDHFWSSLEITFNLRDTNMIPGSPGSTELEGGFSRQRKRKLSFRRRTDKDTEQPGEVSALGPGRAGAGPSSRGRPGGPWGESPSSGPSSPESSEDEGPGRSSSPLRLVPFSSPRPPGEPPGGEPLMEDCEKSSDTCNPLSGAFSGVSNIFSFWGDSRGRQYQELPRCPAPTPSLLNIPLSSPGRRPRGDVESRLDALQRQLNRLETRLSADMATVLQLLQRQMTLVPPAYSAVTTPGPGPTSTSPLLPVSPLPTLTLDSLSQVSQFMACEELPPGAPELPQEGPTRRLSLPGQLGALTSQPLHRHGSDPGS
TRPC4 agonist: activators of mouse TRPC4 channel; HEK293 TRPC4beta/mu-opioid, Fluo4 calcium fluorescence; active compounds read high; B-score at 10 µM; actives 0.49% (n = 310,000); AID 2237;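 active = B-score above 5 SD of library B-scores, and initial fluorescence ratio not above library mean plus 5 SD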;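 also: positive B-score marks a calcium rise read as TRPC4 activation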
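Material: TRPC4beta and mu-opioid receptor HEK293 stable cells | Incubation: 45 min room-temperature Fluo4 loading, 110 s read | Detection: Kinetic Fluo4 calcium fluorescence | Measure: Integrated baseline-normalised fluorescence ratio, converted to per-well B score | Benchmarks: Low control buffer alone, high control maximal DAMGO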
KCNQ1 inh: inhibitors of human KCNQ1 potassium channel; AID 2642; B-score at 10 µM; actives 1.3% (n = 310,000); P51787; CHO-K1 KCNQ1, FluxOR thallium flux fluorescence; active compounds read high;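 active = compounds whose thallium flux B-score, printed positive for inhibition, exceeds three library SD while starting fluorescence stays within three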;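 also: channel opened by potassium depolarization with thallium stimulus after 20 min compound exposure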
PolyA inh: yeast polyadenylation inhibition | S. cerevisiae SKY197-pL101 polyadenylation reporter, beta-gal luminescence; efflux-impaired pdr1/pdr3 knockout yeast; score 100 = 6 SD above DMSO | calls only at 12 µM | actives 0.02% (n = 300,000) | AID 1875;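 active = lowest replicate activity score at least 50, where 100 means six control SD above control mean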;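 also: yeast exposed to compound for 9 h at 30 °C; higher score means more reporter readthrough which indicates perturbed polyadenylation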
KCNK3 block: human KCNK3 channel inhibition, primary screen; AID 602410; B-score at 10 µM; O14649; actives 0.84% (n = 340,000); CHO-KCNK3 thallium flux, FluxOR fluorescence; active compounds read low;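 active = B-score under library mean minus 4 SD, starting fluorescence ratio at most library mean plus 5 SD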;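 also: more negative B-score means stronger inhibition of thallium flux through KCNK3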
KCNQ1 pot: potentiators or activators of human KCNQ1 potassium channel | actives 0.35% (n = 310,000) | AID 2648 | CHO-K1 KCNQ1, thallium flux FluxOR fluorescence; active compounds read high | P51787 | B-score at 10 µM;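 active = fluorescence ratio B-score, a plate-corrected score, at least three library SD, with initial intensity B-score within 5 SD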
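Test system: CHO-K1 cells stably expressing KCNQ1 / Medium: assay buffer / Also added: depolarizing K+/Tl+ stimulus, K2SO4 and Tl2SO4 each 12.5 mM in 5x stock / Incubation: 90 min dye loading and 20 min compound exposure, both at room temperature / Signal: thallium influx via FluxOR fluorescence, kinetic imaging / Evaluation: B score of baseline-normalized fluorescence ratio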
Platelet DG rel: modulates dense granule release in human platelets; human platelet-rich plasma, SFLLRN dense granule ATP release, luminescence; inhibition, %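 (compounds screened at 7.5 µM in platelet-rich plasma)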; actives 0.22% (n = 300,000);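 active = mean replicate score, as percent of positive control, at or above 50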
Dyrk1A ADPGlo: Dyrk1A (rat) kinase inhibition. ADP-Glo luminescence, NFATc1 peptide. inhibition, % at 12.5 µM. actives 0.43% (n = 310,000). AID 504441; in the data active = inhibition above about 50%;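 also: plate controls were vehicle with enzyme for no effect and no enzyme for full effect; many of its hits are not listed in these tables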
TRPC4 block: blocks the mouse TRPC4 cation channel; Q9QUQ5; HEK293 TRPC4beta/mu-opioid, DAMGO-evoked Fluo4 calcium flux; active compounds read low; B-score at 10 µM; actives 0.39% (n = 300,000); AID 2247;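 active = B-score over 3 SD under the library average, no early fluorescence shift, positive overall ratio signal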
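Assay system: TRPC4beta/mu-opioid receptor HEK293 cell line; compound dosing: single concentration per test compound; detection: Fluo4 Ca2+ flux fluorescence; evaluation: per-well B score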
* marks the source's active call; other numbers are inactive results; i = inactive; / = no result given.

SMILES | TRPC4 PAM | KCNK9 inh | hERG rescue | TRPC4 agonist | KCNQ1 inh | PolyA inh | KCNK3 block | KCNQ1 pot | Platelet DG rel | Dyrk1A ADPGlo | TRPC4 block
O=C(Cc1ccc(F)cc1)Nc1cccc2cccnc12 | i | i | -16 | i | i | i | i | i | 3 | 36 | i
Cc1nnc(SCC(=O)N2CCN(C(=O)c3ccco3)CC2)n1-c1ccccc1 | i | i | -5 | i | i | i | i | i | 0 | 3 | i
CC(C)Cc1cc(C(=O)Nc2cc(Cl)ccc2Cl)no1 | i | i | -6 | i | i | i | i | i | -5 | 7 | i
Cc1c(CC(=O)N2CCN(C(=O)C3COc4ccccc4O3)CC2)c(=O)oc2c(C)c(O)ccc12 (stereo unspecified) | i | i | -9 | i | i | i | i | i | -1 | / | i
CCN(CC)CCCNC(=O)Cn1cnc2ccc(S(=O)(=O)N3CCC(C)CC3)cc2c1=O | 12* | i | -1 | i | i | i | i | i | 2 | 1 | i
N#C/C(=C\c1ccc(-c2ccccc2[N+](=O)[O-])o1)C(N)=O | i | i | -9 | i | i | i | i | i | 13 | 7 | i
Cc1c(C(=O)/C=C/c2cccs2)oc2ccc(F)cc12 | i | i | -5 | i | i | i | i | i | 3 | -3 | i
CCc1cc2c(cc3c(=O)n(CC(=O)NCCCN(CC)CC)nc(CC)n32)s1 | i | i | -7 | i | i | i | i | i | -1 | 4 | i
Cc1ccc(-c2noc(CSc3nnc(Cc4ccccc4)n3-c3ccc(Cl)cc3)n2)cc1 | i | i | -10 | i | i | i | i | i | -3 | 3 | i
O=C(CCCc1nc(-c2ccccc2Cl)no1)NC1CCCC1 | i | i | -10 | i | i | i | i | i | -7 | 1 | i
Cc1ccc(C(=O)N2CCN(S(=O)(=O)c3cc(Br)ccc3Br)CC2)o1 | i | i | -8 | i | i | i | i | i | 1 | 0 | i
CCOC(=O)c1c(CN2CCN(c3ccccc3)CC2)oc2cc(Br)c(O)cc12 | i | i | -4 | i | i | i | i | i | -1 | 0 | i
O=C(OC1CCN(c2ncc(C(F)(F)F)cc2Cl)CC1)c1ccccc1 | i | i | -8 | i | i | i | i | i | -8 | 4 | i
CCOC(=O)c1c(/N=C/N(C)C)sc(C(=O)OC)c1C | i | i | -3 | i | i | i | i | i | -15 | 13 | i
CC(=O)Nc1ccc(S(=O)(=O)N2CCC(NC(=O)C(Cc3ccc(C)cc3)NC(C)=O)CC2)cc1 (stereo unspecified) | i | i | -8 | i | i | i | i | i | 2 | 4 | i
COC(=O)CNC(=O)CSc1nc2sccc2c(=O)n1-c1ccccc1 | i | i | -4 | i | i | i | i | i | 1 | -1 | i
CCOC(=O)N1CCN(Cc2nc3cc(NC(=O)c4ccco4)ccc3n2CC)CC1 | i | i | -8 | i | i | i | i | i | -2 | -7 | i
O=C(c1ccco1)c1cn(CC(=O)N2CCCC2)c2ccccc12 | i | i | -2 | i | i | i | i | i | -11 | -8 | i
COCc1cc(=O)n2[nH]c(SC)nc2n1 | i | i | -7 | i | i | i | i | i | 0 | 5 | i
CC(=O)c1ccc(NC(=O)COC(=O)c2ccccc2Nc2ccccc2)cc1 | i | i | -8 | i | i | i | i | i | -3 | 2 | i
O=C(O)C1CC1(c1ccccc1)c1ccccc1 (stereo unspecified) | i | i | -8 | i | i | i | i | i | -4 | / | i
C/C=C/C(=O)N1CC2(CC(c3cccc(NC(=O)CC(c4ccccc4)c4ccccc4)c3)=NO2)C[C@H]1C(N)=O (stereo partly specified) | i | i | -17 | i | i | i | i | i | -3 | -1 | i
CCC1=C(OC(=O)N(CC)CC)N2C(=O)OC(=NCCOC)[C@]2(Cc2ccccc2)[C@H]2C1=CC[C@H]1C(=O)NC(=O)[C@H]12 | i | i | -12 | i | i | i | i | i | 1 | / | i
CNC(=O)C(=O)NCC1OCCN1S(=O)(=O)c1ccc2c(c1)OCCO2 (stereo unspecified) | i | i | -9 | i | i | i | i | i | -3 | -7 | i
CC(NC(=O)C(=O)NCCN1CCN(C(=O)c2ccccc2Br)CC1)c1ccccc1 (stereo unspecified) | i | i | -4 | i | i | i | i | i | -9 | 1 | i
CC1(C)CN(O)CCN1O | i | i | -6 | i | i | i | i | i | -6 | -5 | i
CCCC(=O)NC(=S)Nc1ccccc1C(=O)OC | i | i | -5 | i | i | i | i | i | -3 | 5 | i
S=C(NCc1ccccc1)NCc1ccccc1Cl | i | i | -3 | i | i | / | i | i | / | 2 | i
CC(C)(CO)CNC(=O)CCc1nnc(-c2ccc(-c3ccccc3)cc2)o1 | i | i | -7 | i | i | i | i | i | -17 | 1 | i
S=C(Nc1ccccn1)NC1CCCCC1 | i | i | -7 | i | i | i | i | i | -3 | / | i
O=C(CSc1nnc(CNC(=O)c2c(F)cccc2F)o1)NCC1CCCO1 (stereo unspecified) | i | i | -3 | i | i | i | i | i | -2 | -10 | i
CC(CCN1CCOCC1)c1ccccc1 (stereo unspecified) | i | i | -2 | i | i | i | i | i | -6 | -4 | i
Cc1nc2ccc(S(=O)(=O)NC(C(=O)N3CCCCCC3)C(C)C)cc2s1 (stereo unspecified) | i | i | -4 | i | i | i | i | i | 11 | -12 | i
CCc1ccc(-c2cc(C(F)(F)F)n3nc(C(=O)Nc4c(C)nn(Cc5ccccc5C)c4C)cc3n2)s1 | i | i | -15 | i | i | i | i | i | -6 | -14 | i
Cc1cc(C)nc(SCc2ccc(C(=O)N/N=C/c3ccccn3)cc2)n1 | i | i | -9 | i | i | i | i | i | 18 | -1 | i
COc1ccccc1NS(=O)(=O)c1ccc(NC(=O)Cc2cccs2)cc1 | i | i | -8 | i | i | i | i | i | -5 | -3 | i
O=C(NCCNc1ccc([N+](=O)[O-])cc1)c1ccc(Cl)cc1 | i | i | -7 | i | i | i | i | i | 4 | -2 | i
CS/C(=C\[N+](=O)[O-])Nc1ccccc1 | i | i | -5 | i | i | i | i | i | -5 | -11 | i
Cc1cc(C)nc(SCC(=O)Nc2ccc(N3CCOCC3)cc2)n1 | i | i | -9 | i | i | i | i | i | 9 | 6 | i
CCCC(=O)NCCc1nc2ccccc2n1C | i | i | -12 | i | i | i | i | i | -1 | -2 | i
O=C(Nc1nccs1)c1ccc(NC(=O)C2CC=CCC2C(=O)O)cc1 (stereo unspecified) | i | i | -14 | i | i | i | i | i | -6 | 19 | i
C=C(C)CSc1nncn1/N=C/c1ccc(OC)cc1 | i | i | -6 | i | i | i | i | i | 4 | 4 | /
COc1ccccc1-c1nnc(SCC(=O)NC2CCCCC2)n1C | i | i | -4 | i | i | i | i | i | -1 | -2 | i
CCCn1c(/C=C/c2ccco2)nc2ccccc21 | i | i | -7 | i | i | i | i | i | 1 | -1 | i
COc1cc2ncnc(NCc3ccc(C)cc3)c2cc1OC | i | i | -13 | i | i | i | i | i | -1 | -2 | i

Profiles as entered above. Values in the order: TRPC4 PAM | KCNK9 inh | hERG rescue | TRPC4 agonist | KCNQ1 inh | PolyA inh | KCNK3 block | KCNQ1 pot | Platelet DG rel | Dyrk1A ADPGlo | TRPC4 block
Profile of `Cc1nc2ccc(S(=O)(=O)NC(C(=O)N3CCCCCC3)C(C)C)cc2s1` (stereo unspecified) : i | i | -4 | i | i | i | i | i | 11 | -12 | i
Profile of `Cc1cc(C)nc(SCc2ccc(C(=O)N/N=C/c3ccccn3)cc2)n1` : i | i | -9 | i | i | i | i | i | 18 | -1 | i
Profile of `O=C(Nc1nccs1)c1ccc(NC(=O)C2CC=CCC2C(=O)O)cc1` (stereo unspecified) : i | i | -14 | i | i | i | i | i | -6 | 19 | i

(continued)
SMILES | TRPC4 PAM | KCNK9 inh | hERG rescue | TRPC4 agonist | KCNQ1 inh | PolyA inh | KCNK3 block | KCNQ1 pot | Platelet DG rel | Dyrk1A ADPGlo | TRPC4 block
C#CCOCCOCCOCCNc1nc(N2CCN(C(=O)[C@H](Cc3ccc(O)cc3)n3cc([C@@H](N)C(C)CC)nn3)CC2)nc(N2CCN(C(=O)[C@H](CCCCN)n3cc([C@@H](N)CO)nn3)CC2)n1 (stereo partly specified) | i | i | -4 | i | i | i | i | i | 2 | 4 | i
COc1cccc(NC(=O)c2ccc(S(=O)(=O)N(C)C)cc2)c1 | i | i | -2 | i | i | i | i | i | -12 | 4 | i
Cc1ccc(C(C(=O)NC2CCCCC2)N(C(=O)c2csnn2)C2CC2)cc1 (stereo unspecified) | i | i | -3 | i | i | i | i | i | -1 | 2 | i
CC(=O)c1ccc(NC(=O)c2cc(C)nc3ccccc23)cc1 | i | i | -11 | i | i | i | i | i | 6 | 9 | i
O=C(NCCCN1CCOCC1)c1ccc(N2CCOCC2)c([N+](=O)[O-])c1 | i | i | -13 | i | i | i | i | i | 15 | 2 | i
Cc1nnsc1C(=O)Nc1cccc(Cl)c1C | i | i | -8 | i | i | i | i | i | -5 | 4 | i
COc1ccc(C)cc1NC(=O)C(NC(=O)c1cc(OC)c(OC)c(OC)c1)C(C)C (stereo unspecified) | i | i | -3 | i | i | i | i | i | -1 | -3 | i
CCOC(=O)c1ccc(NC(=O)CC2C(=O)N(c3cccc(OC)c3)C(=O)N2CCOC)cc1 (stereo unspecified) | i | i | -11 | i | i | i | i | i | 3 | 6 | i
Cn1c2ccc(F)cc2c2ncn(CC3CCCO3)c(=O)c21 (stereo unspecified) | i | i | -11 | i | i | i | i | i | / | 11 | i
Cc1nc2n(n1)CC(O)CS2 (stereo unspecified) | i | i | -7 | i | i | i | i | i | -6 | / | i
O=C(COc1ccc(Br)cc1CO)Nc1ccccc1 | i | i | -18 | i | i | i | i | i | 1 | 31 | i
Cn1nccc1NS(=O)(=O)c1ccc(C(C)(C)C)cc1 | i | i | -5 | i | i | i | i | i | -7 | 1 | i
CCOc1ccc(NC(=O)C2CCCN2C(=O)OCc2ccccc2)cc1 (stereo unspecified) | i | i | -11 | i | i | i | i | i | -7 | 1 | i
NC(=O)C1CCN(S(=O)(=O)c2ccccc2[N+](=O)[O-])CC1 | i | i | -3 | i | i | i | i | i | 9 | 5 | i
C[C@@H]1C=C(C(=O)NCc2ccccc2)O[C@H](OCc2ccc(CO)cc2)C1 | i | i | -2 | i | i | i | i | i | 0 | -5 | i
Nc1ccc2c(c1)N1CCN=C1S2 | i | i | -6 | i | i | i | i | i | 20 | -2 | i
OCCNCCOc1ccccc1-c1ccccc1 | i | i | -5 | i | i | i | i | i | 6 | 5 | i
COc1ccccc1OCCOCCOc1ccc(C)cc1[N+](=O)[O-] | i | i | -7 | i | i | i | i | i | -6 | -3 | i

Compound activity (PubChem)

A portion of the library; count on the stated rates, not on these rows.
